# PDI inh: inhibitors of human protein disulfide isomerase; P07237; PDI insulin aggregation turbidity, A650, 90 min; inhibition, % at 10 µM; 350,000 compounds, 0.052% hits; AID 588391;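 active = mean inhibition across replicates of 30% or more, whatever share of single replicates reach that level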;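 also: absorbance from insulin aggregation driven by PDI reduction with DTT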
# Target sequence (P07237 whole entry, looked up): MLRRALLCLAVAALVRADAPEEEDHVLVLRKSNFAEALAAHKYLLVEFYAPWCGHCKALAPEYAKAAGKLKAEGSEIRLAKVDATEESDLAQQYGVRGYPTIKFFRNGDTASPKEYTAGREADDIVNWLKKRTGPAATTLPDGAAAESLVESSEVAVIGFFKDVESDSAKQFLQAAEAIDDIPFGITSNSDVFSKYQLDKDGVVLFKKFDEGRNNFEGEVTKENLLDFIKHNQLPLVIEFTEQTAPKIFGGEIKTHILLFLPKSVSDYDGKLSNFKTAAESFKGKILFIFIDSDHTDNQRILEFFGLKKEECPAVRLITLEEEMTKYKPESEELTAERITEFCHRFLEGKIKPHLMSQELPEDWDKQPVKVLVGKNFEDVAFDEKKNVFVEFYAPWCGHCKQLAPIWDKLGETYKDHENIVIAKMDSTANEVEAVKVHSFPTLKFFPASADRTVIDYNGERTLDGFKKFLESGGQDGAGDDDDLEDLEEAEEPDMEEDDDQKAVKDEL
# H9c2 protect: protects H9c2 cardiomyocytes from peroxide injury | H2O2 injury protection, ATPLite, 2 h | 360,000 compounds, 0.63% hits | protection from H2O2 cell death, % at 20 µM;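 active = compounds giving at least 50% protection of heart cells from peroxide-induced death in the single-dose screen, raw or plate-pattern-corrected value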;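 also: 0% = DMSO wells with peroxide and 100% = DMSO wells without peroxide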
# MC4R antagonist: human MC4R antagonism in cAMP assay; MC4R-expressing cells, MTII-stimulated cAMP, LANCE TR-FRET; inhibition, % at 6.5 µM; 360,000 compounds, 0.48% hits; P32245; AID 540295;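 active = inhibition above its plate's cutoff, the mean of tested wells on that plate plus 3 SD, cut at about 29% in these data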;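 also: 0% = Melanotan II alone and 100% = Melanotan II plus saturating MCL0020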
#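 Material – human MC4R-expressing U2OS cells · Repeats – no replicates · Detection – TR-FRET with Eu-cAMP and labeled anti-cAMP, 671 nm · Times – compound 30 min, challenge 1 h, detection 1 h · Compound – single nominal compound dose of 6.5 µM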
# HTR2A ag: mouse HTR2A agonism via beta-arrestin recruitment | P35363 | CHO-K1 mHTR2A beta-arrestin complementation, luminescence; percent of 30 µM serotonin response | activation, % at 7.6 µM | 360,000 compounds, 0.66% hits | AID 624169;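 active = activation above a run cutoff, the mean activation of all tested compounds plus 3 SD, cut at about 14% in these data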;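 also: 0% = plate median of compound wells and 100% = 30 µM serotonin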
# Target sequence (P35363 whole entry, looked up): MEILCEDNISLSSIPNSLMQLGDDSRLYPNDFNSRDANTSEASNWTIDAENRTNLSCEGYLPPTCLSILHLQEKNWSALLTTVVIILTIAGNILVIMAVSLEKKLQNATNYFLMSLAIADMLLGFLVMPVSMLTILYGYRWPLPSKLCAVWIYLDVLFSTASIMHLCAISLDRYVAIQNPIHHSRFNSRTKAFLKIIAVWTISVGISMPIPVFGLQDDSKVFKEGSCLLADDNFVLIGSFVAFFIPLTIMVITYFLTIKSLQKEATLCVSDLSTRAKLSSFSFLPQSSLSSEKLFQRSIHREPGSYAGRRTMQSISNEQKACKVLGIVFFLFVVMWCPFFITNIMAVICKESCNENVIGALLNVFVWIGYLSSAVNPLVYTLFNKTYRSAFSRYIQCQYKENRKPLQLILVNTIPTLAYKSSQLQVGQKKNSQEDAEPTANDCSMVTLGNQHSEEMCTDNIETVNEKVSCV
# N-glyco inh: N-linked glycosylation inhibition; AID 588692; D54 ERlucT glycosylation luciferase reporter, 24 h; percent of 100 nM tunicamycin response; 360,000 compounds, 0.23% hits; reporter increase, % at 12.5 µM;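 active = mean luciferase reporter signal, scaled so untreated is 0 and the glycosylation-blocking control 100, at or above a set limit in every replicate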;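 also: luciferase carries N-glycosylation sites so blocking glycosylation raises the light; 0% = median of neutral control wells and 100% = median of 100 nM tunicamycin wells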
# ABHD5-PLIN5 inh: blocks binding of human ABHD5 to perilipin-5; Split G. princeps luciferase complementation, luminescence, 4 h; Q00G26+Q8WTS1; inhibition, % at 4 µM; 360,000 compounds, 0.78% hits;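 active = inhibition above the mean inhibition across every tested compound plus 3 SD, cut at about 22% in these data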;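 also: 0% = DMSO only wells and the 100% control is not disclosed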
# ABCB6 inh 2: inhibitors of human ABC transporter ABCB6; AID 602162; K562-ABCB6 porphyrin accumulation, flow cytometry, 1 h; hits give low values; 360,000 compounds, 0.19% hits; fluorescence ratio to DMSO, % at 10 µM;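 active = fluorescence ratio to DMSO below 75%, the collection mean minus 3 SD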;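 also: signal is porphyrin accumulated inside mitochondria; 100% equals median channel fluorescence of DMSO control wells; lower ratio means ABCB6 inhibition with less porphyrin fluorescence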
# CaV13 ICDI inh: Disruptors of the CACNA1D IQ motif to Ca2+-dependent inactivation inhibitor domain association, primary screening, Förster resonance energy transfer in intact living …; inhibition, % at 12.3 µM; 340,000 compounds, 0.098% hits; HEK cells, CFP/YFP FRET ICDI-IQ, plate reader, 10 min; percent FRET-ratio fall versus neutral wells;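 active = mean replicate inhibition of at least 30% and at least 1% of replicates passing that level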;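 also: 0% = median of the neutral control wells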
# Exocytosis inh: blocks lytic granule exocytosis; TALL-104 LAMP-1 surface exposure, flow cytometry; cells stimulated with thapsigargin and PMA; inhibition, % at 10 µM; 360,000 compounds, 0.66% hits; AID 651702;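 active = inhibition above about 55%, limit read from the data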
# MC4R barr agon: activates human MC4R beta-arrestin recruitment; activation, % at 8.9 µM; AID 540308; 360,000 compounds, 0.98% hits; U2OS MC4R beta-arrestin complementation, luminescence; percent of melanotan II response, DMSO zero; P32245;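 active = activation above a per-plate cutoff, the mean activation of sample wells on that plate plus 3 SD, cut at about 8% in these data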
# * hit, by the source's call; . = not tested or not shown.
SMILES,PDI inh,H9c2 protect,MC4R antagonist,HTR2A ag,N-glyco inh,ABHD5-PLIN5 inh,ABCB6 inh 2,CaV13 ICDI inh,Exocytosis inh,MC4R barr agon
COc1cc([N+](=O)[O-])cc(/C=N/NC(=O)C(C)Nc2cccc3ccccc23)c1O (centres undefined),4,40,16,-20,2,3,99,-3,6,-4.2
CCOc1ccc(N(CC(=O)NC2CCCCC2)C(=O)Cn2nnc(-c3ccc(C)o3)n2)cc1,10,-2,6,-7,2,4,98,-7,-5,-2.9
Cc1cc([N+](=O)[O-])nn1CC(=O)NCc1ccccc1,1,10,-6,1,3,-8,98,-5,-4,-0.4
COc1ccc(NC(=O)C2=NN(c3ccccc3)C(=O)CC2)cn1,0,7,3,-4,2,-6,92,-5,-5,-1.9
O=C1N[C@@H](c2ccccc2)COC(=O)[C@@H](Cc2ccc(F)cc2)C/C=C\C[C@@H]1CC(=O)N(CCO)Cc1ccccc1,2,2,20,9,-1,13,102,28,-3,-0.3
CC(C)CCN(C(=S)Nc1cccc(C(F)(F)F)c1)C(C)c1ccccn1 (centres undefined),2,-13,3,-1,-3,0,97,-5,4,1.5
Cc1nc2ccc([N+](=O)[O-])cc2c(=O)n1Cc1ccccc1Br,1,-2,10,2,-2,-4,100,-22,6,3.3
Cc1ccc(S(=O)(=O)N[C@H](CO)C(C)C)cc1,.,.,.,2,.,3,.,-9,-9,.
CCCCC(c1nnnn1CC1CCCO1)N1CCN(c2nc3ccccc3s2)CC1 (centres undefined),-10,-2,9,16*,-3,-1,88,-2,4,-1.9
COc1ccc2cc(C(=O)O)n(CC(=O)c3ccccc3)c2c1,-3,5,12,10,1,4,100,-20,-7,-1.1
O=C(CN1CCC(C(=O)c2cccc(Cl)c2)CC1)Nc1ccc(C(=O)O)cc1,-4,4,-10,2,4,5,103,3,6,6.3
Cc1ccc(C(=O)N2CCN(c3ccc(NC(=O)c4ccc5c(c4)OCCO5)cc3)CC2)cc1,-4,0,5,5,-5,-2,95,-6,37,-2.9
COCCNC(=O)/C(C#N)=C/c1cn(CC(=O)NCc2ccco2)c2ccccc12,4,14,8,-3,0,1,99,-5,-5,-1.3
O=C(CN1CCN(Cc2ccccc2)CC1)Nc1ccc(Br)cc1,-2,-5,1,-9,-2,-5,96,-21,-18,-1.7
NC(=O)c1ccc(NC(=O)COC(=O)CC2CC3CCC2C3)cc1 (centres undefined),1,-3,10,5,-1,6,102,-4,1,-2.0
CCn1cc(C(=O)NCCCN2CCC(C)CC2)c(=O)c2cc(S(=O)(=O)N3CCCC3)ccc21,7,-1,3,-1,-5,0,90,-6,-4,-0.6
COc1ccc(NC(=O)NCc2cccnc2)cc1OC,-5,7,4,-1,0,-2,95,-4,-6,-1.0
CSCCC(NS(=O)(=O)c1ccc2c(c1)OCCO2)C(=O)N(C)Cc1ccc(C)cc1 (centres undefined),2,25,-1,0,-3,4,103,.,2,-1.4
CS(=O)(=O)N(CC(=O)Nc1ccccc1Cl)c1ccc(Cl)cc1,-2,-2,20,-2,1,4,100,-2,-1,0.9
O=C(CSc1nnc(N2CCCC2)n1-c1cccc(Cl)c1)N1CCN(c2ccccn2)CC1,-3,7,6,1,2,-4,94,-5,24,-2.2
COc1cc(OC)cc(C(=O)N[C@H](C(=O)Nc2nnc(C3CC3)s2)C(C)C)c1,-3,4,18,-3,5,-7,103,4,21,0.0
Cc1ccc(S(=O)(=O)N2CCN(C(=O)c3ccccc3OCc3c(C)noc3C)CC2)cc1,-2,1,-2,0,6,13,99,-5,5,-0.4
CCOC(=O)COc1ccc(/C=C2/C(=O)NN(c3ccc(F)cc3)C2=O)cc1OC,-1,3,7,4,4,5,104,-4,3,1.5
COc1ccccc1CNC(=O)CCC(=O)Nc1nnc(C(C)C)s1,-4,5,-3,1,2,-7,103,-3,2,-1.4
O=C(NCc1c(O)ccc2ccccc12)c1ccccc1,-3,-5,12,5,-3,0,104,-3,4,0.7
O=c1c2ccccc2oc2nc(-c3ccco3)n(-c3ccccc3)c(=O)c12,2,5,2,1,-2,2,96,-4,-4,-0.6
CN(C1CCCCC1)S(=O)(=O)c1ccc(S(=O)(=O)N2CCN(CCC#N)CC2)cc1,.,-2,9,1,-1,4,99,-10,2,-2.1
N#CC1=C(Nc2ccccc2Cl)SC(c2ccccc2O)NC1=O (centres undefined),-1,7,20,5,-1,6,107,-17,26,-1.2
CN(CC(=O)NCCc1ccc(F)cc1)Cc1cccs1,-3,-4,-1,-6,1,9,92,5,-1,0.0
Cc1ccccc1-c1nc2cc(N)ccc2o1,-8,-8,-4,-4,-9,-1,97,-7,-2,-2.1
COc1ccc(C(=O)N/N=C(\C)CC(=O)Nc2ccc(N(C)C)cc2)c(OC)c1,-1,9,-3,1,-7,6,97,-21,5,-0.6
Cc1cc(C)c(C)c(S(=O)(=O)NCc2ccc(C(=O)N3CCCC3)cc2)c1C,0,0,4,1,0,-4,108,-6,2,-1.2
Cc1cc(C(=O)CN2C(=O)C(=O)N(C3CCCC3)C2=O)c(C)n1CCc1ccccc1,3,-3,-3,-4,0,-8,98,-4,11,-0.5
CC(NC(=O)c1ccccc1Cl)C(=O)OCc1cn2cc(Cl)ccc2n1 (centres undefined),2,4,13,-4,-1,0,105,-5,0,-2.2
CCOC(=O)c1cnc(-n2[nH]c(C)c(Cc3ccccc3)c2=O)[nH]c1=O,7,14,11,1,1,-3,101,-5,3,-2.8
CC(=O)CSc1nnc(Cc2ccc([N+](=O)[O-])cc2)o1,-18,2,-2,-1,2,3,89,-8,3,-1.2
COc1ccc(NC(=O)N(C)C[C@@H]2OCc3ccccc3-c3c(n(C)c4ccccc34)C(=O)N([C@H](C)CO)C[C@H]2C)c(OC)c1,7,1,-1,1,11,0,99,-1,-3,0.8
Cc1nnc(SCC(=O)N2CCN(S(=O)(=O)c3ccc(Cl)cc3)CC2)[nH]c1=O,7,7,2,7,0,3,99,.,7,-1.0
CCN(C(=O)COc1ncnc2sccc12)c1ccccc1,-3,-2,2,-1,1,-1,97,-1,1,-2.9
O=S(=O)(c1ccccc1)c1ccc(NCc2ccco2)cc1,-3,-10,21,5,-2,-2,113,-5,0,1.7
O=C(c1ccco1)N1CCN(Cc2ccc(F)cc2Cl)CC1,6,-1,1,9,-3,4,97,-21,-1,-1.7
O=[N+]([O-])c1ccc(N2CCN(c3ccccc3Cl)CC2)cn1,3,-12,12,-7,0,-6,97,-7,22,-1.4
O=C(O)c1ccc(N2CCCCC2)cc1O,-7,-15,1,2,1,-3,97,-4,-4,-0.5
CC1(C)CC(CCNC(=O)c2ccc(-n3cnnn3)cc2)CC(C)(C)N1,-1,1,5,6,-1,1,98,-4,-4,-1.2
CCOC(=O)C1CCCN(C(=O)CNS(=O)(=O)c2ccc(Br)s2)C1 (centres undefined),-4,-2,-6,0,4,-3,99,-7,-1,0.4
CC(C)C[C@H]1CNC(=S)N1CC1CCN(CCCC2CCCC2)CC1,2,-17,6,-2,0,8,96,.,12,1.3
Cc1ccc2c(c1)c(=O)c(Br)c(C)n2Cc1ccccc1,2,-9,-3,-4,0,0,96,-4,0,1.5
CC(Nc1ccccc1CO)C(=O)Nc1cccc(Cl)c1Cl (centres undefined),-6,3,0,5,3,-1,102,11,-1,-2.1
CC(C)CC1(C)NC(=O)N(CC(=O)Nc2ccccc2Br)C1=O (centres undefined),0,2,0,5,-1,-3,94,-6,-3,0.0
O=C(COC(=O)c1cc(S(=O)(=O)N2CCCCC2)ccc1N1CCOCC1)NC1CCS(=O)(=O)C1 (centres undefined),1,-7,12,-4,0,0,94,-18,5,-0.9
CC(C)c1nc2ccc(Br)cn2c1NC1CCCC1,2,-13,17,-3,2,-8,98,2,-6,-3.6

# By substructure: the compounds so far with an aryl methoxy group (9)
SMILES,PDI inh,H9c2 protect,MC4R antagonist,HTR2A ag,N-glyco inh,ABHD5-PLIN5 inh,ABCB6 inh 2,CaV13 ICDI inh,Exocytosis inh,MC4R barr agon
COc1cc([N+](=O)[O-])cc(/C=N/NC(=O)C(C)Nc2cccc3ccccc23)c1O (centres undefined),4,40,16,-20,2,3,99,-3,6,-4.2
COc1ccc(NC(=O)C2=NN(c3ccccc3)C(=O)CC2)cn1,0,7,3,-4,2,-6,92,-5,-5,-1.9
COc1ccc2cc(C(=O)O)n(CC(=O)c3ccccc3)c2c1,-3,5,12,10,1,4,100,-20,-7,-1.1
COc1ccc(NC(=O)NCc2cccnc2)cc1OC,-5,7,4,-1,0,-2,95,-4,-6,-1.0
COc1cc(OC)cc(C(=O)N[C@H](C(=O)Nc2nnc(C3CC3)s2)C(C)C)c1,-3,4,18,-3,5,-7,103,4,21,0.0
CCOC(=O)COc1ccc(/C=C2/C(=O)NN(c3ccc(F)cc3)C2=O)cc1OC,-1,3,7,4,4,5,104,-4,3,1.5
COc1ccccc1CNC(=O)CCC(=O)Nc1nnc(C(C)C)s1,-4,5,-3,1,2,-7,103,-3,2,-1.4
COc1ccc(C(=O)N/N=C(\C)CC(=O)Nc2ccc(N(C)C)cc2)c(OC)c1,-1,9,-3,1,-7,6,97,-21,5,-0.6
COc1ccc(NC(=O)N(C)C[C@@H]2OCc3ccccc3-c3c(n(C)c4ccccc34)C(=O)N([C@H](C)CO)C[C@H]2C)c(OC)c1,7,1,-1,1,11,0,99,-1,-3,0.8

# From PubChem
